Bioassay records: PubChem, Sanford-Burnham Center for Chemical Genomics
SENP8 inh – blocks the human protease SENP8. Q96LD8. purified SENP8, Z-RLRGG-aminoluciferin cleavage, luminescence. inhibition, % at 10 µM. 330,000 tested, 1.2% active. AID 2540
Target sequence (Q96LD8 whole entry, looked up): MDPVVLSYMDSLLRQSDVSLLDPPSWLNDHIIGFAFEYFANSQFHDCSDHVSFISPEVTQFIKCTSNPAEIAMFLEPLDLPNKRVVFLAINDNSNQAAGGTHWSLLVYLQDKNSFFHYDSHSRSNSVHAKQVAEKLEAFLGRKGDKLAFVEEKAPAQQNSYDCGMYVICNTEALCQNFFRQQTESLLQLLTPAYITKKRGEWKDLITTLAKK
Gli-Sufu antag – antagonists of Gli-Sufu signaling | Sufu-KO-LIGHT fibroblasts, Gli luciferase reporter luminescence | inhibition, % at 5 µM | 340,000 tested, 0.74% active | AID 588413;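 active = inhibition above about 55%, limit read from the data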;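 also: 0% = DMSO-treated cells and 100% = wells with medium but no cells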
EBI2 block – blocks human EBI2 receptor beta-arrestin signaling | EBI2 beta-arrestin recruitment, luminescence, 7a,25-OHC stimulated | inhibition, % at 5 µM | 360,000 tested, 0.81% active; in the data active = inhibition above about 38%;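 also: enzyme fragment complementation signal reports receptor beta-arrestin coupling in cells; 0% = agonist plus DMSO wells and 100% = wells without agonist; some results beyond the cut were filed as inactive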
CCR6 antag – antagonists of human CCR6 receptor; P51684; CHO-K1 CCR6 PathHunter beta-arrestin, luminescence, CCL20-stimulated; inhibition, % at 20 µM; 340,000 tested, 0.49% active; AID 493098;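 active = compounds whose inhibition of the agonist-driven luminescence signal at 20 µM reaches about 50%, limit read from the data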;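 also: cells stimulated with CCL20 at 14 nM final; plate controls were DMSO with CCL20 for no effect and DMSO without agonist for full effect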
Target sequence (P51684 whole entry, looked up): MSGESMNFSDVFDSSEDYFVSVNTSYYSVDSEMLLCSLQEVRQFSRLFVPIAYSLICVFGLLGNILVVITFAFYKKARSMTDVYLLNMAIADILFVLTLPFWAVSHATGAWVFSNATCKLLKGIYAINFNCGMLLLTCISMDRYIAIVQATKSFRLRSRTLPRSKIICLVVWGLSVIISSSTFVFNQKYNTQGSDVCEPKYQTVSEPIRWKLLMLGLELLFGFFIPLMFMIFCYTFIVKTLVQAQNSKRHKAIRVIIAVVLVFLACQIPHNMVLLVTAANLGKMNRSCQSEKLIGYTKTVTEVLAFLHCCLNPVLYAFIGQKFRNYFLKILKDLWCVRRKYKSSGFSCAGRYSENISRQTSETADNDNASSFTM
697 NFkB inh – inhibitors of the PMA/ionomycin-induced NF-kB reporter in 697 B cells | inhibition, % at 4 µM | 330,000 tested, 0.33% active | 697 B-cell NF-kB luciferase reporter, 16 h; in the data active = inhibition above about 35%
Apaf-1 inh – blocks human Apaf-1 apoptosome activity; O14727; reconstituted apoptosome caspase-3 activity, DEVD-Rh110 fluorescence; inhibition, % at 20 µM; 330,000 tested, 0.71% active; active = inhibition of at least 40% at 20 µM;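 also: plate controls were DMSO wells for no effect and DEVD-CHO caspase inhibitor wells for full effect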
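System: Apoptosome proteins | Medium: Hepes pH 7.5 with detergent and BSA | Also added: Cytochrome c trigger plus (Z-DEVD)2-Rh110 caspase-3 substrate | Incubation: 30 min compound preincubation, 50 min activation, room temperature | Detection: Rhodamine 110 fluorescence at Ex 480/Em 540 nm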
UBC13 polyUb – blocks human UBC13 polyubiquitin chain formation | 330,000 tested, 0.47% active | inhibition, % at 20 µM | AID 485273 | TR-FRET; in the data active = inhibition above about 45%, passing the limit was not always enough
Target sequence (P61088 whole entry, looked up): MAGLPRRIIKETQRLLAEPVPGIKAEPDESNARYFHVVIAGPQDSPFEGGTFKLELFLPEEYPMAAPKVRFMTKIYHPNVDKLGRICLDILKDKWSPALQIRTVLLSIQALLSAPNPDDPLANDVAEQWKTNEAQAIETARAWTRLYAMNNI
Jurkat NFkB inh – inhibitors of the PMA/ionomycin-induced NF-kB reporter in Jurkat cells; PMA/ionomycin-induced NF-kB luciferase reporter, luminescence; inhibition, % at 4 µM; 330,000 tested, 0.53% active; AID 435003
The depositor's hits bear a star; / = no result given. Rule as the data show it, unless noted: active = inhibition above about 50%; inactive = the rest. Some of the compounds tested; the hit share may differ from the screen's.

cpd	Molecule	SENP8 inh	Gli-Sufu antag	EBI2 block	CCR6 antag	697 NFkB inh	Apaf-1 inh	UBC13 polyUb	Jurkat NFkB inh
1	CC(C)CC(=O)Nc1nnc(SCC(=O)Nc2ccc(F)cc2)s1	0	-5	-7	3	16	2	9	-10
2	Cc1ccc(C(=O)C[n+]2ccccc2)cc1	5	5	7	9	-16	9	4	-28
3	CC(c1nc2ccccc2c(=O)[nH]1)N1CCN(C)CC1 (stereo unspecified)	-3	0	3	-4	17	5	-3	0
4	COc1ccc(/C=C/C(=O)OCC(=O)NC2CCCC2)c(OC)c1	-11	3	12	2	19	9	-10	-6
5	Nc1c([N+](=O)[O-])c(=O)sc2ccccc12	-3	4	-1	10	3	5	1	16
6	O=C(Cn1nc(C(=O)O)c2ccccc2c1=O)Nc1cc(Cl)ccc1-n1cncn1	5	3	5	-2	14	-14	-4	0
7	CCCCNC(=O)C1CCCN(S(=O)(=O)c2ccc(-n3cnnn3)cc2)C1 (stereo unspecified)	-1	-9	4	-14	-11	-1	-13	2
8	CCCCN(C)CCCNC(=O)CCn1nc(-c2ccccc2)ccc1=O	12	8	-4	-1	15	-9	5	-3
9	O=C(CSc1nnc(CNC(=O)c2ccccc2)o1)NCc1ccc2c(c1)OCO2	3	-7	-8	8	1	1	-2	18
10	Cc1cc(C(F)(F)F)c(C#N)c(SCC(=O)Nc2nc3cc(Br)ccc3s2)n1	-14	0	-4	7	-108	4	-5	-22
11	CC(=O)C1=C(c2cccc([N+](=O)[O-])c2)N(C(C)=O)n2c(C)nnc2S1	7	6	58*	70*	20	44*	0	-2
12	CCCCOc1ccccc1NC(=O)Cn1c(-c2nonc2N)nc2ccccc21	-9	31	-5	33	35*	2	-8	59*
13	Cc1ccc(C)c(N2CCN(C(=O)c3ccc(Cl)c(NC4=NC5CS(=O)(=O)CC5S4)c3)CC2)c1 (stereo unspecified)	5	20	1	4	5	15	4	8
14	Cc1nnc(NC(=O)c2sc3nc(-c4cccs4)cc(C(F)(F)F)c3c2N)s1	14	37	8	33	-1	-10	-55	25
15	C[C@H](NC(=O)c1nc[nH]c1C(=O)NCc1ccc(CNC(=O)OC(C)(C)C)cc1)C(=O)OC(C)(C)C	-3	11	1	-5	12	24	-10	-10
16	CC(NC(=O)c1ccccc1F)c1nnc(SCC(=O)NC2=NCCS2)n1C (stereo unspecified)	-1	-6	-4	-2	3	1	1	-5
17	COc1ccc(-c2noc(CCC(=O)N3CCN(c4ccccc4F)CC3)n2)cc1	/	-6	3	33	-13	9	/	/
18	Cc1ccc(S(=O)(=O)NC(=O)c2ccccc2C)cc1	2	6	4	-5	26	3	9	6
19	CN(CC(=O)Nc1cccc(F)c1)C(=O)c1ccc(OCC2CCCO2)cc1 (stereo unspecified)	11	-11	-1	5	15	4	4	3
20	COc1ccccc1CNC(=O)C(=O)NCCC1CCCCN1S(=O)(=O)c1ccccc1 (stereo unspecified)	-9	2	7	26	-7	17	1	2

Next part.
cpd	Molecule	SENP8 inh	Gli-Sufu antag	EBI2 block	CCR6 antag	697 NFkB inh	Apaf-1 inh	UBC13 polyUb	Jurkat NFkB inh
21	CCCCOc1ccc(N2CC(C(=O)NCc3ccco3)CC2=O)cc1 (stereo unspecified)	-7	-15	-3	14	1	2	-8	8
22	Cn1c(=O)n(CC(N)=O)c2ccccc21	3	3	-3	3	19	-16	5	11
23	C=CCOc1ccccc1CN1CCC(n2nccc2NC(=O)c2ccccc2)CC1	0	21	-1	4	-7	9	0	11
24	CCCn1c(/N=C/c2cc(OC)ccc2O)nc2ccccc21	-4	-2	2	-5	-25	6	-4	-13
25	CCOc1ccc(-n2c(=O)c3c(C)c(C)sc3n(CC(=O)NCc3ccco3)c2=O)cc1	5	6	-28	-8	6	-9	8	9
26	CCn1c(Cc2ccccc2)nnc1SCC(=O)Nc1ccccc1O	-6	4	6	2	-7	-2	-4	5
27	Cc1ccc(S(=O)(=O)CCC(=O)OCC(=O)N2CC(=O)Nc3ccccc32)cc1	2	-7	-7	10	16	-6	3	18
28	COc1ccc(C(c2nnnn2CCc2ccccc2)N2CCN(C3CCCC3)CC2)cc1 (stereo unspecified)	2	15	-2	10	-52	11	-1	-14
29	CCOCCCNC(=O)c1cn(C)c2ccc(S(=O)(=O)N3CCCCC3)cc2c1=O	-4	19	-16	8	-6	3	-9	-4
30	Nc1c(-c2ccccc2)cnn1-c1cccc(C(F)(F)F)c1	-9	9	11	37	-79	4	5	-69
31	COc1ccc(-c2nnc(SCC(=O)NCCc3ccccc3)o2)cc1	-3	16	1	14	9	-3	2	1
32	O=c1c([N+](=O)[O-])cccn1Cc1cccc(Br)c1	4	11	-5	8	6	-5	3	5
33	COc1ccc2[nH]c(C)c(-c3csc(N)n3)c2c1	-5	9	-4	-6	13	-7	-1	4
34	CCOCCCNC(=O)CSc1nnc(-c2ccc(S(=O)(=O)N3CCCC3)cc2)n1C	-6	19	-3	8	17	1	-2	15
35	COC(=O)NCCOc1nc(N(C)C)nc(N(C)C)n1	-1	5	-4	3	-9	19	-5	-8
36	O=C1C2CCCN2C(=O)N1CCCCN1CCN(c2cccc(Cl)c2)CC1 (stereo unspecified)	-4	0	-7	1	0	-11	7	11
37	Nc1ccc(C(=O)OCC(=O)c2cccc([N+](=O)[O-])c2)cc1	-11	1	0	20	-11	5	-1	-14
38	Cc1ccc(CC(=O)NCc2ccc3c(c2)OCO3)cc1	-3	-28	6	8	-24	-1	-1	6
39	CN1CCC(=O)N([C@H](CSc2ccccc2)c2ccccc2)CC1	5	19	-9	6	-1	-7	15	-6
40	NC(=O)C1CCN(c2nc(-c3ccc(F)cc3)cs2)CC1	-3	-11	-2	-3	8	3	10	-2

(more compounds)
cpd	Molecule	SENP8 inh	Gli-Sufu antag	EBI2 block	CCR6 antag	697 NFkB inh	Apaf-1 inh	UBC13 polyUb	Jurkat NFkB inh
41	CC(=O)Nc1ccc(S(=O)(=O)N(C)CC(=O)OC(C)C(=O)NC2CCCC2)cc1 (stereo unspecified)	-7	-4	-7	16	-8	-4	20	5
42	COc1ccc(N2CCN(C(=O)c3cccc4nc(C)oc34)CC2)cc1	3	10	-10	-8	6	-7	14	-4
43	COc1cc2c(cc1OC)C(C)=NCC2	0	6	-5	-11	20	-4	16	15
44	O=C(CN1C(=O)c2ccccc2S1(=O)=O)NCCSCc1ccccc1Cl	-7	-7	-5	27	5	13	-7	2
45	CCC(=O)N(c1ccc(C(=O)O)cc1)c1nc(-c2ccc(OC)cc2)c(C)s1	0	3	5	7	-11	-1	-7	-5
46	CC(C)(C)C(=O)Nc1ccc(N2CCN(S(C)(=O)=O)CC2)cc1	0	-15	-5	15	12	13	3	8
47	COc1ccc(S(=O)(=O)N2CCN(CCOc3ccc(Br)cc3)CC2)cc1OC	0	6	58*	5	-25	17	14	16
48	CC1CCCCC1NC(=O)NC(=O)COC(=O)c1cncc(Br)c1 (stereo unspecified)	-16	4	-3	10	4	22	3	-9
49	COc1cc2c(cc1OC)C(COc1ccccc1OC)N(C(=O)c1ccco1)CC2 (stereo unspecified)	1	62*	-2	23	-4	-2	17	8
50	CC1(C)C(=O)NCCN1C(=O)CCCC(=O)O	6	-12	-12	-3	-1	-5	-14	9
51	CC(C)CN(C(=O)COC(=O)CCC(=O)c1ccc(F)cc1)c1c(N)n(Cc2ccccc2)c(=O)[nH]c1=O	-3	-6	-17	6	7	1	-2	-1
52	CC(C)(C)c1ccc(OCCC(=O)Nc2cccc(S(=O)(=O)NC3=NCCCCC3)c2)cc1	1	-2	3	4	-37	30	1	12
53	Cc1ccc(NC(=O)COC(=O)CCc2c[nH]c3ccccc23)c(C)c1	7	7	1	-8	13	2	7	11
54	CN(C)S(=O)(=O)c1ccc(S(=O)(=O)Nc2ccc3c(c2)oc2ccccc23)cc1	-4	2	1	11	8	14	0	12
55	OC1(c2cccc(F)c2)CCN(Cc2ccncc2)CC1	3	-11	1	-12	3	-4	5	-6
56	CCOC(=O)C1(Cc2cccc(Cl)c2)CCCN(C(=O)CCOC)C1 (stereo unspecified)	-11	-1	4	14	-2	1	-3	-9
57	CCOC(=O)N1CCC(NC(=O)c2cc(C(=O)NC3CCN(Cc4ccccc4)CC3)ccc2CO)CC1	-1	4	2	4	-2	17	-10	-11
58	CCOc1ccc(C(=O)N(c2ccccn2)C2CCCCC2)cc1	-3	-16	0	4	1	2	7	-9
59	COc1cc(NC(=S)N2CCOCC2)c(OC)cc1Cl	-8	1	-1	-5	-34	-4	-10	1
60	CSc1ncccc1C(=O)OCC(=O)c1cc(C)n(C)c1C	37	-73	4	12	-76	20	-6	-89

From compound 59 to 60, copied from above:
cpd	Molecule	SENP8 inh	Gli-Sufu antag	EBI2 block	CCR6 antag	697 NFkB inh	Apaf-1 inh	UBC13 polyUb	Jurkat NFkB inh
59	COc1cc(NC(=S)N2CCOCC2)c(OC)cc1Cl	-8	1	-1	-5	-34	-4	-10	1
60	CSc1ncccc1C(=O)OCC(=O)c1cc(C)n(C)c1C	37	-73	4	12	-76	20	-6	-89

Structures above printed as active in Jurkat NFkB inh.
no.	SMILES	EBI2 block	CCR6 antag	697 NFkB inh	UBC13 polyUb	Jurkat NFkB inh
12	CCCCOc1ccccc1NC(=O)Cn1c(-c2nonc2N)nc2ccccc21	-5	33	35*	-8	59*

Complete entries from above. Values in the order: SENP8 inh	Gli-Sufu antag	EBI2 block	CCR6 antag	697 NFkB inh	Apaf-1 inh	UBC13 polyUb	Jurkat NFkB inh
`Cc1ccc(S(=O)(=O)CCC(=O)OCC(=O)N2CC(=O)Nc3ccccc32)cc1` reads 2	-7	-7	10	16	-6	3	18
`CCOc1ccc(-n2c(=O)c3c(C)c(C)sc3n(CC(=O)NCc3ccco3)c2=O)cc1` reads 5	6	-28	-8	6	-9	8	9
`CCOCCCNC(=O)c1cn(C)c2ccc(S(=O)(=O)N3CCCCC3)cc2c1=O` reads -4	19	-16	8	-6	3	-9	-4
`COc1ccc(/C=C/C(=O)OCC(=O)NC2CCCC2)c(OC)c1` reads -11	3	12	2	19	9	-10	-6
`CSc1ncccc1C(=O)OCC(=O)c1cc(C)n(C)c1C` reads 37	-73	4	12	-76	20	-6	-89

The main list resumes, starting 2 compounds before the break.
cpd	Molecule	SENP8 inh	Gli-Sufu antag	EBI2 block	CCR6 antag	697 NFkB inh	Apaf-1 inh	UBC13 polyUb	Jurkat NFkB inh
59	COc1cc(NC(=S)N2CCOCC2)c(OC)cc1Cl	-8	1	-1	-5	-34	-4	-10	1
60	CSc1ncccc1C(=O)OCC(=O)c1cc(C)n(C)c1C	37	-73	4	12	-76	20	-6	-89
61	Cn1ncc(Br)c1NC(=O)Nc1ccc(Cl)cc1	5	-1	-4	-2	13	2	6	3
62	COc1ccc(C(=O)C[n+]2ccc3c(c2)nc(-c2ccccc2)n3C)cc1	3	-2	-10	-5	-28	-7	0	15
63	O=C(NC(Cc1ccc(F)cc1)C(=O)O)c1ccccc1 (stereo unspecified)	-4	-2	-14	3	-2	0	-8	2
64	Cn1c(CSc2nc3ccc(Br)cc3[nH]2)nc2ccccc21	-6	4	24	1	-30	-2	0	-21
65	O=C(c1ccc(Br)s1)N1CCN(c2ncccn2)CC1	5	3	-5	6	13	-12	2	14
66	CCN(CC#CCC(O)(c1ccccc1)c1ccccc1)C(C)C	0	7	-7	11	7	-11	6	4
67	COc1cc(N=Nc2c(C)n(C)n(-c3ccccc3)c2=O)ccc1N	4	-3	1	16	-2	-12	-33	-7
